All columns: NCI-60 one-dose screen, growth in % after 48 h at 10 µM unless noted; 100 = growth as untreated, 0 = no growth, -100 = all killed.
NCI/ADR-RES: NCI/ADR-RES ovarian cells. 4.4% of 81,000 active. AID 1794790
NCI-H522: NCI-H522 lung cancer; 8% of 78,000 active
OVCAR-5: OVCAR-5 ovarian cancer | 2.9% of 82,000 active | AID 1794783
OVCAR-8: OVCAR-8 ovarian cancer | 4.4% of 81,000 active | AID 1794782
OVCAR-4: OVCAR-4 ovarian cancer cells; 3.7% of 80,000 active
SK-OV-3: SK-OV-3 ovarian cancer cells. AID 1794785. 3.2% of 80,000 active
IGROV1: IGROV1 ovarian cancer; 4.7% of 79,000 active
NCI-H23: NCI-H23 lung cancer; 4% of 80,000 active
OVCAR-3: OVCAR-3 ovarian cancer | 7% of 79,000 active
Starred values were filed as active, the others as inactive; · = no result given. Rule for the calls: active = growth percent below 10; inactive = the rest. Compounds as they come. Share with any hit: about 11%.

SMILES | NCI/ADR-RES | NCI-H522 | OVCAR-5 | OVCAR-8 | OVCAR-4 | SK-OV-3 | IGROV1 | NCI-H23 | OVCAR-3
c1ccc2c(c1)ccn2-c1nc2ccccc2n2c1nc1ccccc12 | 88 | 78 | 96 | 91 | 86 | 69 | 75 | 76 | 99
Cc1ccc(C2=NN(c3ccc(S(N)(=O)=O)cc3)C(=O)CC2)c(C)c1 | · | 85 | 100 | 101 | 110 | 95 | 96 | 99 | 98
O=C(/C=C/c1ccco1)c1ccc(Nc2ccnc3cc(Cl)ccc23)cc1 | 74 | 82 | 70 | 81 | 103 | 108 | 120 | 82 | 79
CCOc1ccc(OCc2ccc(C(=O)NCC3CCCO3)o2)cc1 (centres undefined) | 103 | 94 | 104 | 106 | 100 | 111 | 106 | 102 | 110
CCOC(=O)C1C(c2ccc3c(c2)OCO3)NC(=S)NC1(O)C(F)(F)F (centres undefined) | 109 | 85 | 97 | 105 | 93 | 100 | 92 | 104 | 107
OCC(O)C1OCOC(C(O)CO)C1O (centres undefined) | 101 | 87 | 98 | 97 | 105 | 105 | 96 | 98 | 136
COc1ccc(-c2cc(=O)c3ccc(O)cc3o2)cc1 | 78 | 69 | 97 | 85 | 101 | 126 | · | 93 | 114
C(#CSCc1ccccc1)SCc1ccccc1 | 104 | · | 100 | 105 | 114 | 114 | · | 97 | 108
C#Cc1cccc(NC(=O)c2ccc(Cl)cc2Cl)c1 | 104 | 74 | 110 | 105 | 95 | 96 | 115 | 102 | 109
COCCn1cc(-c2nc(-c3ccsc3)cs2)c2cc(OC)ccc21 | 34 | 77 | 101 | 98 | 93 | 104 | 103 | 90 | 108
COc1cc(-c2cc(-c3ccccc3)nc3nc(N)[nH]c(=O)c23)ccc1Oc1ccnc2cc(Cl)ccc12 | 103 | 78 | 108 | 91 | 102 | 105 | 100 | 103 | 98
CCOP(=O)(OCC)c1nc(-c2ccccc2)oc1NCc1ccc2c(c1)OCO2 | 99 | 82 | 95 | 102 | 117 | 113 | 90 | 105 | 108
CCOP(=O)(Cc1c(Cl)c(Cl)c(CP(=O)(OCC)OCC)c(Cl)c1Cl)OCC | 104 | 81 | 105 | 101 | 108 | 105 | 121 | 99 | 110
COc1cc(CNC(=O)CCCC/C=C/C(C)C)ccc1OCc1cn(-c2ccc(Br)cc2)nn1 | 72 | 83 | 116 | 80 | 89 | 75 | 73 | 70 | 100
CC(=O)Nc1nc(C)c(C(=O)N/N=C/c2ccc(Cl)cc2)s1 | 109 | 42 | 83 | 110 | 111 | 92 | 67 | 103 | 85
CC(=O)Nc1ccc2c3c(cccc13)CC2 | 114 | 76 | 113 | 101 | 105 | 117 | 100 | 104 | 118

Only IGROV1 and SK-OV-3, for some of the entries so far:
SMILES	IGROV1	SK-OV-3
C#Cc1cccc(NC(=O)c2ccc(Cl)cc2Cl)c1	115	96
COCCn1cc(-c2nc(-c3ccsc3)cs2)c2cc(OC)ccc21	103	104
COc1cc(-c2cc(-c3ccccc3)nc3nc(N)[nH]c(=O)c23)ccc1Oc1ccnc2cc(Cl)ccc12	100	105
CCOP(=O)(OCC)c1nc(-c2ccccc2)oc1NCc1ccc2c(c1)OCO2	90	113
CCOP(=O)(Cc1c(Cl)c(Cl)c(CP(=O)(OCC)OCC)c(Cl)c1Cl)OCC	121	105
COc1cc(CNC(=O)CCCC/C=C/C(C)C)ccc1OCc1cn(-c2ccc(Br)cc2)nn1	73	75

Other results
SMILES | NCI/ADR-RES | NCI-H522 | OVCAR-5 | OVCAR-8 | OVCAR-4 | SK-OV-3 | IGROV1 | NCI-H23 | OVCAR-3
Cc1cc(C=O)c2c3c(oc2c1)C(=O)c1c(OC2CC(O)[C@@H](O)[C@H](C)O2)cccc1C3=O (some centres undefined) | 91 | 76 | 102 | 97 | 86 | 94 | 75 | 79 | 53
CC(=O)Nc1cccc2c1C(=O)OC2=O | 100 | 104 | 102 | 106 | 105 | 111 | 102 | 104 | 100
COc1ccc(C2CC(c3cc(OC)c(OC)c(OC)c3)=NN2C(C)=O)cc1OCC(=O)Nc1nc2ccc(OC(F)(F)F)cc2s1 (centres undefined) | 92 | 60 | 116 | 59 | 82 | 107 | 60 | 90 | 91
Oc1ccccc1-c1nc(-c2ccccc2)cn2ccnc12 | 71 | 81 | 91 | 76 | 64 | 68 | 61 | 81 | 80
OC1CNC(=S)NC1 | 101 | 113 | 119 | 106 | 110 | 105 | 110 | 99 | 107
NS(=O)(=O)Oc1ccc2c(c1)O/C(=C\c1ccc(N3CCN(Cc4ccccc4)CC3)cc1)C2=O | 96 | 68 | 84 | 89 | 91 | 79 | 103 | 81 | 100
COc1ccccc1N1CCN(C(CNS(=O)(=O)c2ccc(Cl)cc2)c2cccnc2)CC1 (centres undefined) | 94 | 110 | 113 | 100 | · | 108 | · | 97 | 75
O=S(=O)(O)c1cccc(S(=O)(=O)O)c1 | 103 | · | 114 | · | 111 | 110 | · | 93 | 117

Part of the list above, as labelled records:
CC(=O)Nc1cccc2c1C(=O)OC2=O
  NCI/ADR-RES = 100
  NCI-H522 = 104
  OVCAR-5 = 102
  OVCAR-8 = 106
  OVCAR-4 = 105
  SK-OV-3 = 111
  IGROV1 = 102
  NCI-H23 = 104
  OVCAR-3 = 100
COc1ccc(C2CC(c3cc(OC)c(OC)c(OC)c3)=NN2C(C)=O)cc1OCC(=O)Nc1nc2ccc(OC(F)(F)F)cc2s1 (centres undefined)
  NCI/ADR-RES = 92
  NCI-H522 = 60
  OVCAR-5 = 116
  OVCAR-8 = 59
  OVCAR-4 = 82
  SK-OV-3 = 107
  IGROV1 = 60
  NCI-H23 = 90
  OVCAR-3 = 91
Oc1ccccc1-c1nc(-c2ccccc2)cn2ccnc12
  NCI/ADR-RES = 71
  NCI-H522 = 81
  OVCAR-5 = 91
  OVCAR-8 = 76
  OVCAR-4 = 64
  SK-OV-3 = 68
  IGROV1 = 61
  NCI-H23 = 81
  OVCAR-3 = 80
OC1CNC(=S)NC1
  NCI/ADR-RES = 101
  NCI-H522 = 113
  OVCAR-5 = 119
  OVCAR-8 = 106
  OVCAR-4 = 110
  SK-OV-3 = 105
  IGROV1 = 110
  NCI-H23 = 99
  OVCAR-3 = 107

(next part)
SMILES,NCI/ADR-RES,NCI-H522,OVCAR-5,OVCAR-8,OVCAR-4,SK-OV-3,IGROV1,NCI-H23,OVCAR-3
CCOC(=O)c1nc2cc(C#N)ccn2c1C(=O)c1ccccc1,105,95,108,92,126,79,109,103,107
O=C1c2ccccc2C(=O)c2c3c(cc(NCCNCCO)c21)N(CCO)CCN3,111,68,108,98,82,101,34,86,94
NC(=O)SCC(=O)Nc1ccccc1NC(=O)CSC(N)=O,100,104,113,100,120,111,102,96,114
C#CCOc1ccc(/C=N/Nc2nc(-c3cc4cc(Br)cc(Br)c4oc3=O)cs2)cc1,95,95,102,100,83,104,99,95,·
Nc1nc(=O)c2nccnc2c(=O)[nH]1,103,98,96,110,107,116,105,104,108
O=C(O)c1ccc(-n2cc(CNc3ccc(F)c(C(F)(F)F)c3)c(-c3ccc(F)cc3)n2)cc1,82,79,98,88,94,113,84,90,90
CC(=O)C1CCC2C3CCC4CC(=O)CCC4(C)C3C=CC12C (centres undefined),100,81,94,114,94,96,·,99,121
COc1ccc(Nc2ncnc3onc(-c4ccccc4)c23)cc1,102,74,92,94,76,·,97,88,109
CC(NC(=O)CCc1nc2c(=O)[nH]c(=S)[nH]c2[nH]c1=O)C(=O)O (centres undefined),101,91,104,104,112,109,110,100,114

Screens (PubChem BioAssay)
